# HIF-2a inh: inhibitors of HIF-2a; 786-0 RCC cells HIF-2a reporter, luciferase luminescence, overnight; hit rate 0.72% among 360,000; inhibition, % at 18.8 µM; AID 624352;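 active = inhibition of the luminescence signal of 40% or more relative to plate controls, in a single-dose primary screen at 18.75 µM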
# TROY NFkB inh: inhibitors of TROY-dependent NF-kB signaling; Q293 LMP1-TROYcd NF-kB luciferase reporter, 4 h; inhibition, % at 10 µM; hit rate 0.98% among 360,000;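 active = compounds whose plate-normalised and pattern-corrected inhibition of the luciferase reporter signal at the single screening dose is 50% or more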
# NR2E3 ag-1: human photoreceptor-specific nuclear receptor agonism; Q9Y5X4; inhibition of corepressor binding, % at 3.98 µM; AID 602229; CHO-S Gal4-NCOR/VP16-NR2E3 two-hybrid, luciferase; hit rate 0.35% among 360,000;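 active = inhibition above the mean of all tested compounds plus 3 SD, cut at about 70% in these data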;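 note: 0% = DMSO with NR2E3 transfected cells and 100% = cells lacking NR2E3 construct; higher means lower luciferase signal from less NR2E3 corepressor binding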
# Target sequence (Q9Y5X4 whole entry, looked up, the tested form may be a part): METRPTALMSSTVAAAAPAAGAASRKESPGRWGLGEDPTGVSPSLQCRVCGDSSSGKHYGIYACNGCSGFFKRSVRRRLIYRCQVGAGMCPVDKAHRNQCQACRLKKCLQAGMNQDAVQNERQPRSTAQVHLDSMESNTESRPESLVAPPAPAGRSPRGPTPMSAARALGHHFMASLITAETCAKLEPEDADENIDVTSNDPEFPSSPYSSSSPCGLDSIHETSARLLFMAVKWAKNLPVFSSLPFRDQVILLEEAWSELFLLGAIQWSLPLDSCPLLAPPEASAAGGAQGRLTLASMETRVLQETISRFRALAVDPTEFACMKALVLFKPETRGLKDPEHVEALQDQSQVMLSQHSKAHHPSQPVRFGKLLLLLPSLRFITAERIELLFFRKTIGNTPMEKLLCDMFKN
# C8 TRAIL sens: caspase-8 TRAIL sensitization; inhibition (viability loss, TRAIL sensitization), % at 10 µM; hit rate 1% among 360,000; NB7+C8 cells + TRAIL, ATPlite viability luminescence;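 active = compounds causing at least 50% loss of cell viability in the single-dose screen, relative to plate controls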
# KKLEB cytotox: CF airway cell cytotoxicity counter-screen | KKLEB CF airway cells viability, ATPlite luminescence, overnight; stronger effect = lower value; cells stimulated with P. aeruginosa culture filtrate | activity change (cytotoxicity), % at 5 µM | hit rate 0.36% among 360,000;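 active = corrected activity change at or below -50% at 5 µM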
# NR2E3 ag-2: NR2E3 (human) agonism | Q9Y5X4 | inhibition of corepressor binding, % at 4.78 µM | AID 2300 | GST-NR2E3/biotin-RetCOR TR-FRET, 1536-well | hit rate 0.12% among 320,000;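 active = percent inhibition above the cutoff of mean plus 3 SD of all tested compounds, set per screening campaign, cut at about 20% in these data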;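 note: 0% = DMSO wells and 100% = biotin wells as full block of FRET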
#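 System: GST-NR2E3 and biotin-RetCOR proteins; probe or stimulus: 7 nM biotin-RetCOR; doses: compound at 4.8 µM, single dose; schedule: Compound–protein incubation for 5 h at 4 °C; detection: time-resolved FRET; read-out: percent inhibition; controls: biotin wells as high control, 0.6% DMSO wells as low control; format: 1536-well plates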
# Peg3 promoter: reduces Peg3 promoter-driven luciferase expression in HeLa. HeLa PEG-Prom luciferase reporter, luminescence, overnight. inhibition, % at 20 µM. hit rate 1.7% among 360,000. AID 588405;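 active = inhibition of at least 50% at 20 µM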
# TRPM1 prom inh: reduces MITF-dependent TRPM1 promoter luciferase signal; hit rate 0.83% among 330,000; AID 488899; SK-MEL-5 TRPM1 promoter luciferase, 24 h; inhibition, % at 12.5 µM;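 active = mean inhibition across replicates of 60% or more, whatever share of single replicates reaches that level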; note: values of inactives mirror those of a sister screen read the other way
# Shn3 inh set2: Schnurri-3 reporter inhibition in Clone20 osteoblasts. Clone20 osteoblast Shn3 3'UTR firefly luciferase, 24 h. inhibition, % at 12.5 µM. hit rate 0.52% among 360,000. AID 588674;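 active = mean inhibition of at least 75% with every replicate also reaching 75%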;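 note: 0% = median of neutral control wells and 100% = pilot-screen positive control compound; some compounds past the cut are filed as inactive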
# TWEAK Fn14 block: TWEAK-Fn14 signaling inhibition; TWEAK-stimulated Fn14 reporter cells, luciferase luminescence, 8 h; inhibition, % at 10 µM; hit rate 2% among 360,000; in the data active = inhibition above about 50%
# CF NFkB block: inhibitors of cystic fibrosis induced NF-kB; AID 588850; KKLEB NF-kB-GFP reporter, PAF-induced, GFP fluorescence overnight; inhibition, % at 5 µM; hit rate 0.86% among 360,000;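 active = at least 50% inhibition at 5 µM, scaled per plate between neutral and stimulator controls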;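 note: PAF is a Pseudomonas aeruginosa culture filtrate used as stimulus; plate controls were PAF-stimulated DMSO wells for no effect and unstimulated DMSO wells for full effect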
# Active calls of the source: *; / = not tested or not shown. This is a subset; rates above refer to the full screens.
SMILES,HIF-2a inh,TROY NFkB inh,NR2E3 ag-1,C8 TRAIL sens,KKLEB cytotox,NR2E3 ag-2,Peg3 promoter,TRPM1 prom inh,Shn3 inh set2,TWEAK Fn14 block,CF NFkB block
CCN(CC1CCCO1)C(=O)CCc1nnc(Cc2ccc3c(c2)OCO3)o1 (stereo not given),-8,-28,-2,-2,4,0,-14,1,-9,-6,-6
COc1ccc(S(=O)(=O)N2CCN(C(=O)Cc3cccs3)CC2)cc1,18,-1,13,-5,7,-1,12,-3,1,-3,-6
CCOC(=O)c1c(-c2ccc(-c3ccccc3)cc2)csc1NC(=O)C1C2CCC(O2)C1C(=O)O (stereo not given),10,29,26,-1,10,-1,-1,8,-4,-2,2
CC(C)C1(C2CCCC2)NC(=O)NC1=O (stereo not given),12,-2,-6,-7,2,/,-1,-2,65,-21,-10
O=C(OCC(=O)N1CCc2ccccc2C1)c1cccnc1Cl,-16,-66,-101,1,7,1,-130,-37,-42,10,14
O=c1oc2ccccc2c2c1C(c1ccc(Cl)cc1)Nc1ccc3ccccc3c1-2 (stereo not given),-2,-4,-17,2,-9,4,26,1,7,44,-14
O=C(/C=C/Nc1ccc(F)cc1)c1ccc(Oc2ncccn2)cc1,-58,-8,-20,29,1,4,-137,-47,-22,-26,-14
Cc1ccc(NCC(=O)c2ccc(C)cc2)cc1,-216,-17,-17,13,-26,1,-187,-82,13,0,-5
Cc1cc2oc3c(c(=O)c2cc1C)C(c1ccc(F)cc1)N(CCCN1CCOCC1)C3=O (stereo not given),-2,-47,-45,0,-12,2,-5,2,3,-3,16
Cc1cccc(N2CCN(C(=O)C3CCN(S(=O)(=O)c4cccc5nsnc45)CC3)CC2C)c1 (stereo not given),19,10,-1,9,-24,3,46,8,/,56*,3
CCCOC(=O)C1=C(C)NC2=C(C(=O)CC(C)(C)C2)C1c1ccc(N(C)C)cc1 (stereo not given),17,6,-5,-8,6,1,8,-7,8,-9,4
O=C(Cc1cccs1)Nc1ccccc1NC(=O)Cc1cccs1,5,5,-37,-15,4,0,7,6,10,3,-10
Cc1ccccc1OCCc1c(C)[nH]c(=S)[nH]c1=O,21,20,-23,-20,-7,3,20,38,-14,12,25
Cc1ccc(C(C)C)c(OCCN2C(=O)NC(C)(C)C2=O)c1,9,16,16,-4,-10,1,18,-7,1,4,15
CCOc1ccc(NC(=O)CC2C(=O)N(c3ccccc3)C(=O)N2CCc2cccs2)cc1 (stereo not given),15,-1,18,24,1,-3,21,12,31,1,4
CCc1nnc(NC(=O)CSc2nnc(CSc3nc(C)cc(C)n3)o2)s1,13,-1,-28,8,-2,0,5,-1,-8,-4,-8
O=C(NCc1ccc2c(c1)OCO2)Nc1cccc2ccccc12,3,-19,-4,-9,-8,0,7,1,2,-5,20
Cn1c(SCC(=O)N2CCOCC2)nnc1-c1ccncc1,4,0,-23,-9,9,-2,-1,8,13,-2,0
COc1ccc(C(=O)C2CCCN(C(=O)c3ccc(C(C)=O)s3)C2)c(C)c1 (stereo not given),-4,1,15,-5,-16,/,10,11,-7,-26,14
CC(C)COC(=O)n1c(=O)oc2cc(S(=O)(=O)N3CCCCC3)ccc21,10,19,-1,0,-2,4,34,12,31,0,12
CC1(C)N=C(N)NC(=NCCCOc2ccc([N+](=O)[O-])cc2)N1,7,7,8,-3,-11,/,-6,/,0,-9,0
CCN(C[C@H]1N[C@@](C)(C(=O)OC)[C@H]2C(=O)N(Cc3ccccc3)C(=O)[C@@H]12)C(=O)Nc1ccc(Cl)cc1,3,-31,-46,1,4,/,9,-7,-12,-13,9
O=C(CN1CCN(c2ccccn2)CC1)NCCc1ccccc1,-12,-11,0,-10,-5,1,2,-4,14,-11,17
CON(C)C(=O)CC(CNC(=O)OC(C)(C)C)c1ccc(Cl)cc1 (stereo not given),9,-6,1,-4,-6,/,-7,-5,17,-9,23
O=C(Nc1ccc(N2CCOCC2)cc1)C1(c2ccc(Cl)cc2)CCC1,16,-2,-2,19,1,4,-3,0,12,-22,10
SMILES,HIF-2a inh,TROY NFkB inh,NR2E3 ag-1,C8 TRAIL sens,KKLEB cytotox,NR2E3 ag-2,Peg3 promoter,TRPM1 prom inh,Shn3 inh set2,TWEAK Fn14 block,CF NFkB block
COc1ccc(C(=O)N2CCC(n3nccc3NC(=O)C3CC3)CC2)c(OC)c1OC,-15,-26,-11,-2,11,-1,1,6,4,9,10
C[C@H](NC(=O)c1ncn2c1C(=O)NC[C@H]2C)C(=O)OC(C)(C)C,9,1,3,-6,-10,/,27,/,4,-11,-2
O=C(NC1CCCC1)c1cccc(Cl)c1,1,4,-21,11,7,-1,-11,-9,-20,-14,3
COC(=O)c1cc(S(=O)(=O)NCc2ccc(Br)cc2)c[nH]1,12,2,0,-15,5,1,3,-14,-33,-3,-13
CCOC(=O)c1c(-c2ccc(C)cc2)csc1NC1=NS(=O)(=O)c2ccccc21,11,-24,5,-4,-8,7,23,0,-7,5,20
O=C(COC(=O)c1ccccc1Nc1ccccc1)NCc1ccccc1,-2,-7,18,-7,10,-2,-7,-2,16,-7,-16
CC(=O)N1CC(C)Oc2ccc(S(=O)(=O)Nc3ccc(Cl)cn3)cc21 (stereo not given),5,-3,17,-4,4,-1,9,-5,-5,8,-10
Cc1ccc(S(=O)(=O)Nc2cc(C(C(=O)OC(C)C)C(=O)C(F)(F)F)c(O)c3ccccc23)c(C)c1 (stereo not given),16,9,-22,-4,-35,1,-6,-3,-18,24,32
Cc1cc(C)c(OCCCCn2cnc3ccccc3c2=O)c(C)c1,-27,32,-10,0,-3,-3,3,0,13,-18,-2
COc1ccc(/C=C/C(=O)O)cc1S(=O)(=O)Nc1ccc2c(c1)OCO2,-2,8,20,15,1,4,-18,2,-4,-2,-2
CCCNCc1cc(OC)c(OCCC)cc1Cl,-19,-10,-23,-12,-1,1,-19,10,7,-3,-1
Cc1cc(=O)[nH]c(N/N=C/c2c(O)n(-c3ccccc3)c(=O)c3ccccc23)n1,11,0,-10,2,-3,-1,19,6,-5,5,10
Cc1ccc(-c2nc3ccccc3c(=O)n2CCN2CCOCC2)cc1,-20,-23,-9,-16,-2,-3,2,7,-19,6,-12
COc1cccc(CNc2ccc([N+](=O)[O-])cc2Cl)c1O,-84,-13,-27,3,-10,3,-148,-39,-6,-10,-19
CCOC(=O)N(C)OC(=O)Nc1ccc(Cl)c(Cl)c1,1,-12,-24,5,7,-1,2,17,0,-6,10
C=C(C)CNC(=S)N/N=C/c1ccc([N+](=O)[O-])cc1,-210,-37,0,0,5,2,-33,-9,8,-5,-17
Nc1nc2n(n1)C(c1cccc(Br)c1)CC(c1ccc(F)cc1)N2 (stereo not given),-19,-12,-4,-5,-6,-1,-4,-3,-1,-6,12
Cc1cc(NC(=O)c2c(Cl)cccc2Cl)no1,5,9,-6,0,-3,-2,4,-5,12,-11,6
CCC(C)(C)NC(=O)CN(Cc1cccs1)C(=O)CNS(=O)(=O)c1ccc(F)cc1,17,-8,9,-8,2,-1,5,-7,10,-15,10
COc1ccc2c(c1)C(=C(C#N)C#N)C(=O)N2CCc1ccccc1,1,0,16,6,7,-1,7,16,14,11,16
CCOc1ccc(C(=O)c2cc([N+](=O)[O-])ccc2N2CCOCC2)cc1,28,33,39,-8,-43,3,-14,34,4,1,55*
CO/N=C/c1ccc(N2CCN(C(=O)c3ccc(F)cc3)CC2)c([N+](=O)[O-])c1,19,28,11,5,-4,-2,21,-4,42,11,-3
CN(C)S(=O)(=O)c1ccc2c(c1)nc(CCC(=O)Nc1ccc3c(c1)OCO3)n2C,-34,-35,-22,0,9,1,-27,-3,-6,-11,5
COc1ccccc1S(=O)(=O)Cc1ccc(C(=O)NCC2CCCO2)o1 (stereo not given),20,4,-25,-3,-4,4,12,-11,-9,3,-8
C/C(Cc1ccccc1)=N\NC(=O)CNC(=O)c1ccc(F)cc1,0,-14,9,-23,9,0,-9,-1,9,-10,1
SMILES,HIF-2a inh,TROY NFkB inh,NR2E3 ag-1,C8 TRAIL sens,KKLEB cytotox,NR2E3 ag-2,Peg3 promoter,TRPM1 prom inh,Shn3 inh set2,TWEAK Fn14 block,CF NFkB block
CNC(=O)NC(=O)C(C)OC(=O)CCCc1nc2ccccc2s1 (stereo not given),7,-39,-17,-7,-12,0,4,3,8,1,-7
COc1cc(NC(=O)CNC(c2ccccc2)c2ccccc2)cc(OC)c1OC,15,4,-20,8,13,1,21,11,52,12,3
COc1ccc(C(=O)NCCc2ccc(F)cc2)cc1OC,-96,-24,-41,-7,1,1,-49,-13,0,-3,1
O=C(O)CC1CCS(=O)(=O)C1 (stereo not given),9,15,14,-25,5,-2,5,-8,11,-1,-5
COc1ccc(C(=O)Nc2cccc(-c3csc(C)n3)c2)cc1S(=O)(=O)N1CCCC1,0,-3,3,10,-32,2,42,21,6,-4,8
Cc1noc(C)c1C(=O)N1CC(C)OC(C)C1 (stereo not given),10,-12,-4,-1,2,1,0,1,-1,5,7
C=CCn1c(-c2ccc3ncccc3c2)n[nH]c1=S,12,-24,33,6,-19,4,17,8,-1,-26,22
COc1ccccc1CN(Cc1nc2ccccc2c(=O)[nH]1)C(=O)Nc1cccc(C)c1,-63,-25,-45,-27,1,1,-2,5,-15,-22,-14
O=C(NCc1ccc(Cl)cc1)c1ccccc1CCc1ccccc1,12,-2,13,0,6,-3,3,-3,16,12,-22
Cc1ccc(NC(=O)CN(C)C(=O)c2ccc(Sc3nncn3C)c([N+](=O)[O-])c2)cc1,3,-7,-8,4,-2,3,-8,-3,-13,12,4
COC(=O)Cc1cc(OC)c(OC)cc1S(=O)(=O)N(C)C,14,29,-31,-5,5,7,6,19,-2,-1,13
O=C(O)CCN1Cc2ccccc2C1=O,6,-2,-8,-8,-1,-1,-2,-4,-18,-30,5
COc1ccc(NC(=O)CCN2CCN(S(=O)(=O)c3cc(Cl)ccc3OC)CC2)cc1,14,0,-7,-5,22,-2,-1,-16,/,14,-21
Cc1ccc(N2CC(C(=O)NC3CCCCCC3)CC2=O)cc1 (stereo not given),7,-7,-15,-2,0,/,14,/,3,10,-11
COc1ccc(/C(C)=N/N2CCOCC2)c(O)c1,-3,7,-17,33,3,0,-9,-3,-6,-13,-2
O=C(C1CCN(S(=O)(=O)c2ccc(Cl)cc2)CC1)N1CCOCC1,15,9,3,-4,-3,-2,4,-1,15,-6,9
Cc1ccc(CN2CCC(Oc3cccc(C(=O)NCc4cccnc4)c3)CC2)o1,11,-6,-11,8,-8,-1,10,14,11,-13,-2

# Compounds listed so far that contain bromine, in the order listed:
SMILES,HIF-2a inh,TROY NFkB inh,NR2E3 ag-1,C8 TRAIL sens,KKLEB cytotox,NR2E3 ag-2,Peg3 promoter,TRPM1 prom inh,Shn3 inh set2,TWEAK Fn14 block,CF NFkB block
COC(=O)c1cc(S(=O)(=O)NCc2ccc(Br)cc2)c[nH]1,12,2,0,-15,5,1,3,-14,-33,-3,-13
Nc1nc2n(n1)C(c1cccc(Br)c1)CC(c1ccc(F)cc1)N2 (stereo not given),-19,-12,-4,-5,-6,-1,-4,-3,-1,-6,12
